Screening data as filed in PubChem BioAssay.
E-sel inducer: induces E-selectin expression in human endothelial cells. HUVEC E-selectin immunofluorescence imaging; normalized: neutral wells 0, TNF-alpha wells 100. 260,000 compounds, 0.37% hits. activation, % at 7.58 µM. P16581. AID 686992;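 active = mean E-selectin-positive cell signal at least 10% of the positive control, reached in at least 60% of replicates, without over 20% cell loss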;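 note: in these data hits start at about 27%; measured in HUVEC primary endothelial cells; signal is the percent of cells scored E-selectin positive by PE staining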
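Read-out basis: % PE-positive cells; Test system: HUVEC primary endothelial cells; Technique: immunofluorescence imaging; Dosing: single-point compound dose.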
EWS-Fli block: inhibitors of EWS/Fli oncoprotein transcriptional activity; A673 NR0B1-luciferase reporter, viability-normalised; inhibition, % at 12.6 µM; 350,000 compounds, 0.67% hits;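 active = mean inhibition of at least 50% after viability correction, with every replicate also passing that limit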;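 note: firefly luciferase signal divided by Alamar Blue viability fluorescence both relative to DMSO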
FN deposition inh: fibronectin deposition inhibition; AH1F fibroblasts, Alexa488-fibronectin deposition fluorescence, overnight; inhibition, % at 12.6 µM; 350,000 compounds, 0.086% hits;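 active = mean inhibition across replicates of 30% or more, regardless of how many single replicates reach that level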;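 note: positive control wells lacked labelled fibronectin entirely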
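Schedule: 1 h cell adhesion before compound, then overnight fibronectin incubation; test system: AH1F fibroblast monolayer depositing Alexa488-labelled fibronectin into matrix; quantity: 10000 AH1F cells per well; probe or stimulus: fluorescent fibronectin at 24 nM final; signal: fluorescence, ex 485 nm, em 525 nm; evaluation: percent inhibition as loss of matrix-bound fibronectin fluorescence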
XiGFP reactiv: X-chromosome reactivation activator | activation, % at 7.58 µM | XiGFP mouse fibroblasts, % GFP-positive cells imaging, 3 d; cells co-treated with 5-aza-dC sensitizer; scaled so ellipticine positive control = 100% | 360,000 compounds, 0.055% hits | AID 743238;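 active = mean normalized replicate activation at least 10% and every replicate at or above 10%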;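 note: 0% = median of on-plate neutral control wells and 100% = ellipticine 6 µM median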
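Schedule: 3 d treatment, 15 min room-temperature fixation; system: 68-5-11 XiGFP fibroblast line; buffer or medium: DMEM plus 5-aza-dC sensitizer; control set: ellipticine 6 µM positive control; compound: one concentration, pinned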
RAD52 anneal inh: inhibitors of human RAD52 DNA annealing; P43351; recombinant RAD52 DNA annealing, FRET fluorescence; inhibition, % at 18.7 µM; 360,000 compounds, 0.46% hits; AID 651710;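 active = every replicate showing at least 50% inhibition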
esBAF inh: SWI/SNF esBAF complex inhibition. 350,000 compounds, 2% hits. mouse ES cells, Bmi1-luciferase knock-in reporter, 24 h; 100% = twice the neutral-well signal. AID 602393. reporter increase, % at 12.5 µM; in the data active = activation above about 40%;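 note: 0% = median of the plate's neutral control wells and 100% = double that signal; a rise in the Bmi1 reporter signal indicates esBAF inhibition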
RAD54 inh: RAD54 (human) branch migration inhibition | RAD54 Holliday junction branch migration, FAM/BHQ fluorescence | Q92698 | 360,000 compounds, 0.14% hits | inhibition, % at 10.4 µM;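 active = mean normalized replicate activity at least 40 and at least half of replicates scoring 40 or more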;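 note: 0% = median of neutral control wells and 100% = median of positive control wells; inhibitors cause a drop in the FAM fluorescence signal; in these data hits start at about 50%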
Target sequence (Q92698 whole entry, looked up): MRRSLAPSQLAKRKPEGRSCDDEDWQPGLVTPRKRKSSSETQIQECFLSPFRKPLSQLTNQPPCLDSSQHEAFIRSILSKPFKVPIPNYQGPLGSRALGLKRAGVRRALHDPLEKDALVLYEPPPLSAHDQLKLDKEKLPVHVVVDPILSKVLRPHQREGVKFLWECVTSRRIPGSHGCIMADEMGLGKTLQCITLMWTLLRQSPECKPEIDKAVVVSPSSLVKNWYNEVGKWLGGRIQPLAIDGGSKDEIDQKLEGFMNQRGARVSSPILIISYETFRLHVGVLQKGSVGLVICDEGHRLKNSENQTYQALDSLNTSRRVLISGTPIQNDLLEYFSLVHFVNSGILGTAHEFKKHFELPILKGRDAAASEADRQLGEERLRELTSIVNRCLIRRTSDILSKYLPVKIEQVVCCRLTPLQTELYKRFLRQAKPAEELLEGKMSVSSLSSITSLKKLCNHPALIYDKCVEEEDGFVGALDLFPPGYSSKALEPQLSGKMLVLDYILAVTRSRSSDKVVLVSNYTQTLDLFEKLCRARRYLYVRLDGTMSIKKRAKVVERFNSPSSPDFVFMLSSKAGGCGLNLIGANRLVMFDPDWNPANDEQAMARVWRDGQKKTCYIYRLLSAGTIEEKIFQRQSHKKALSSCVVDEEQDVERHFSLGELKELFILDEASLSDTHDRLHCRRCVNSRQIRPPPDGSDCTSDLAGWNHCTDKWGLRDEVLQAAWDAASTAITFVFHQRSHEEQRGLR
S100A4 inh HTS: inhibitors of human S100A4 binding to myosin IIA peptide. P26447. 360,000 compounds, 0.14% hits. S100A4/TAMRA-MyoIIA peptide fluorescence polarization. inhibition, % at 10.7 µM. AID 652163;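 active = mean inhibition of at least 70% across replicates, with every replicate also reaching that level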
Target sequence (P26447 whole entry, looked up): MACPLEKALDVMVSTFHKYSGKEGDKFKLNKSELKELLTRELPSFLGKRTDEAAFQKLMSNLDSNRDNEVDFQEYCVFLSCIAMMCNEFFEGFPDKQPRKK
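Test system: S100A4 monomer protein; Medium: HEPES pH 7.2 with CaCl2, KCl, NaCl, DTT, Triton; Probe or stimulus: TAMRA-labelled myosin IIA heavy-chain peptide probe, 5 nM; Doses: one dose per compound; Times: polarization read 5 min after assay mix addition, stable 5–60 min; Benchmarks: neutral control DMSO, positive control TFP.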
* marks the source's active call; other numbers are inactive results; . = not tested or not shown; & = joins results of further samples; ! = not active in a repeat.

Values run as follows: esBAF inh	FN deposition inh	RAD52 anneal inh	EWS-Fli block	RAD54 inh	S100A4 inh HTS	XiGFP reactiv	E-sel inducer
1) C/C(=N\NC(=O)c1cccc(S(=O)(=O)N2CCOCC2)c1)c1ccc(O)cc1
  1	3	-17	2	7	-4	0.0	-0.5
2) CC(C)C[C@@H](C(=O)NCc1ccco1)N1C(=O)N2CCc3c([nH]c4ccccc34)[C@@]2(C)C1=O
  15	.	-23	21	4	-6	.	.
3) CO[C@H]1CN(C)C(=O)c2cc(NS(=O)(=O)c3cn(C)cn3)ccc2OC[C@@H](C)N(CCC(F)(F)F)C[C@H]1C
  -1	.	1	7	2	33	-0.2	0.3
4) Cc1ccc(-c2nn(-c3ccccc3)cc2NC(=O)c2ccccc2)cc1
  .	-2	.	.	-2	.	0.1	0.4
5) Cc1ccc(S(=O)(=O)N2CCN(C(=O)NCc3ccc(C(=O)O)cc3)CC2)cc1
  -1	10	-12	-1	-12	-4	0.3	.
6) O=S(=O)(Cc1ccccc1)c1nc2ccccc2n1Cc1ccccn1
  2	18	9	1	-1	-22	0.0	1.7
7) COc1cccc(CNS(=O)(=O)c2csc(C(N)=O)c2)c1
  3	2	-9	-9	-6	-4	0.0	.
8) O=S(=O)(c1ccccc1)N1CC2(C1)[C@H](c1ccccc1)[C@@H](CO)N2CC1CCOCC1
  .	2	-40	12	.	-6	0.5	-0.2
9) C[C@H]1CN([C@@H](C)CO)S(=O)(=O)c2ccc(-c3cccc(C#N)c3)cc2O[C@@H]1CN(C)C(=O)Nc1ccccc1F
  -4	.	9	34	5	-3	0.5	-0.1
10) Cc1noc(C)c1NC(=O)N(C)C[C@@H]1Oc2ncc(C#Cc3ccc(F)cc3)cc2C(=O)N([C@H](C)CO)C[C@@H]1C
  -2	.	8	-15	2	-2	-0.3	0.1
11) O=C(Nc1ccc2oc(-c3ccccc3F)nc2c1)c1ccc2c(c1)OCCO2
  20	.	-18	-39	-1	0	.	.
12) O=C1c2ccccc2C(=O)N1CC1CCN(Cc2ccc(OCCO)cc2)CC1
  .	.	13	2	-10	4	.	.
13) CCN(CC)S(=O)(=O)c1cccc(NC(=O)COc2ccc(F)cc2Br)c1
  .	-11	1	-1	.	-4	0.2	-3.6
14) C[C@H](CO)N1C[C@H](C)[C@@H](CN(C)S(=O)(=O)c2ccc(F)cc2)Oc2ccc(N(C)C)cc2C1=O
  0	3	4	3	-3	54	-0.4	.
15) C/C=C/c1cnc2c(c1)C(=O)N([C@@H](C)CO)C[C@@H](C)[C@@H](CN(C)C(=O)c1cccnc1)O2
  1	.	3	-6	3	4	-0.3	0.1
16) O=C(O)c1ccc(CNCc2cccc(Cl)c2)cc1
  .	.	-19	3	.	0	0.1	.
17) CCOC(=O)c1ccc(NC(=O)NC2CC3CCC(C2)N3)cc1 (stereo unspecified)
  .	-4	17	0	.	4	0.0	7.0
18) C[C@H]1CN([C@@H](C)CO)C(=O)c2cc(C#CCc3ccccc3)cnc2O[C@@H]1CN(C)Cc1ccccc1
  .	.	26	-2	.	59	-0.3	-0.4
19) CCOc1ccc(N2CSC(=S)N(c3ccc(OCC)cc3)C2)cc1
  4	-4	-7	-2	-12	-1	0.0	0.1
20) COc1ccccc1OCCNC(=O)CC(NC(C)=O)c1ccccc1 (stereo unspecified)
  .	4	-4	-12	5	3	0.0	.
21) O=C1CCCN1CCCNC(=S)Nc1ccc(Br)cc1Cl
  .	.	-9	-27	.	2	-0.8	.
22) CCOC(=O)c1cnc(SCC(=O)N2CCN(C(=O)c3ccco3)CC2)nc1N
  -3	.	7	.	-2	-4	.	.
23) CCCCN(C(=O)CCC(=O)Nc1cc(C)on1)C(C(=O)NC(C)(C)C)c1ccccc1Cl (stereo unspecified)
  -4	1	-8	4	-42	-1	0.0	0.1
24) Cc1ccc(C(=O)Nc2nnc(S(=O)(=O)N3CCC(C)CC3)s2)cc1
  13	5	-1	-17	6	-16	0.2	.
25) COc1ccc2c3c(n(C)c2c1)[C@@H](CO)NCC31CN(Cc2cc(F)ccc2F)C1
  .	5	.	-7	.	.	0.1	0.2
26) C[C@H]1CN([C@@H](C)CO)C(=O)Cc2cc(N(C)C)ccc2O[C@@H]1CN(C)Cc1ccncc1
  -5	2	-2	-8	3	-7	-1.1	0.1
27) O=C(NCC1CCCN(C(=O)CN2CCCCC2)C1)c1ccccc1Cl (stereo unspecified)
  7	0	-6	-28	1	3	0.2	0.0
28) O=C(Nc1cccc(NC(=O)c2ccc(Br)cc2)c1)c1ccccc1
  2	0	1	0	6	3	0.0	-0.1
29) COC(=O)Cc1c[nH]c2ccc(OCC(O)CNC(C)C)cc12 (stereo unspecified)
  -10	.	-8	-1	0	-5	.	.
30) NC(=S)N/N=C1\CCOc2ccc(Cl)cc21
  .	-4	0	-20	.	-5	-0.1	.
31) COc1ccc(S(=O)(=O)N2CCc3ccccc32)cc1C(=O)N1CCOCC1
  -5	-3	-10	0	-3	0	-0.1	-0.2
32) O=C(CN1CCOCC1)N[C@@H]1CC[C@H](CCn2cc(C3CC3)nn2)O[C@@H]1CO
  -5	.	-7	1	2	-39	0.1	-0.2
33) COc1ccc(-c2ccc(SCC(=O)N3CCN(c4ccccc4)CC3)nn2)cc1
  .	-7	-16	2	.	12	-0.1	-3.5
34) Cc1noc(C)c1NC(=O)Nc1ccc2c(c1)C(=O)N([C@H](C)CO)C[C@H](C)[C@H](CN(C)C(=O)Nc1cccc3ccccc13)OCCCC[C@@H](C)O2
  -1	2	.	-3	-30	.	-0.1	.
35) COc1ccc(CN(C2CCCC2)S(=O)(=O)c2ccc(-n3cnnn3)cc2)cc1OC
  5	31*	.	.	-5	.	.	1.6
36) COc1ccc(-n2c(CNC(=O)COc3ccccc3)n[nH]c2=S)cc1
  -3	-17	-14	-2	.	0	0.0	.
37) O=C(c1ccccc1Br)N1CCN(c2ccccn2)CC1
  .	-3	6	-4	.	0	0.0	.
38) Cc1cc(C(=O)OCC(=O)Nc2cccc(S(=O)(=O)N(C)C)c2)c(C)o1
  4	-6	-7	4	.	-3	0.0	1.7
39) Cc1cc(CN(C)C(=O)CC2C(=O)NCCN2Cc2c(F)cccc2Cl)on1 (stereo unspecified)
  .	7	-7	-1	0	-2	0.1	1.3
40) CC(C)NC(=O)N1[C@@H]2CNc3ccccc3[C@@H]2[C@@H]1CO
  -17	2	4	6	-5	64	0.1	0.0

Entries 33 through 40, quoted:
Values run as follows: esBAF inh	FN deposition inh	RAD52 anneal inh	EWS-Fli block	RAD54 inh	S100A4 inh HTS	XiGFP reactiv	E-sel inducer
33) COc1ccc(-c2ccc(SCC(=O)N3CCN(c4ccccc4)CC3)nn2)cc1
  .	-7	-16	2	.	12	-0.1	-3.5
34) Cc1noc(C)c1NC(=O)Nc1ccc2c(c1)C(=O)N([C@H](C)CO)C[C@H](C)[C@H](CN(C)C(=O)Nc1cccc3ccccc13)OCCCC[C@@H](C)O2
  -1	2	.	-3	-30	.	-0.1	.
35) COc1ccc(CN(C2CCCC2)S(=O)(=O)c2ccc(-n3cnnn3)cc2)cc1OC
  5	31*	.	.	-5	.	.	1.6
36) COc1ccc(-n2c(CNC(=O)COc3ccccc3)n[nH]c2=S)cc1
  -3	-17	-14	-2	.	0	0.0	.
37) O=C(c1ccccc1Br)N1CCN(c2ccccn2)CC1
  .	-3	6	-4	.	0	0.0	.
38) Cc1cc(C(=O)OCC(=O)Nc2cccc(S(=O)(=O)N(C)C)c2)c(C)o1
  4	-6	-7	4	.	-3	0.0	1.7
39) Cc1cc(CN(C)C(=O)CC2C(=O)NCCN2Cc2c(F)cccc2Cl)on1 (stereo unspecified)
  .	7	-7	-1	0	-2	0.1	1.3
40) CC(C)NC(=O)N1[C@@H]2CNc3ccccc3[C@@H]2[C@@H]1CO
  -17	2	4	6	-5	64	0.1	0.0

(next part)
Values run as follows: esBAF inh	FN deposition inh	RAD52 anneal inh	EWS-Fli block	RAD54 inh	S100A4 inh HTS	XiGFP reactiv	E-sel inducer
41) CCOC(=O)Cc1csc(NC(=O)/C=C/c2ccccc2Cl)n1
  5	-1	-17	7	-1	10	0.1	0.2
42) O=C(C[C@H]1C[C@@H]2c3cc(NC(=O)NC4CCCC4)ccc3O[C@@H]2[C@@H](CO)O1)NCc1ccccn1
  .	-1	10	-20	.	1	0.3	-0.1
43) Cc1[nH]nc(SCC(=O)Nc2cccc(O)c2)c1[N+](=O)[O-]
  .	2	-20	-4	.	-13	0.1	2.4
44) Cc1cc([N+](=O)[O-])ccc1NC(=O)Nc1ccccc1F
  .	5	0	-1	.	-3	0.1	7.8
45) COCCNC(=O)C[C@@H]1CC[C@H]2[C@@H](COC[C@@H](O)CN2S(=O)(=O)c2ccccc2F)O1
  -6	1	-17	-2	7	5	0.0	0.0
46) CCCCC(=O)N(C)c1c(CC)nc2c(OCc3ccc(Cl)cc3Cl)cccn12
  -4	6	-13	27	6	-2	0.0	-0.2
47) COc1ccccc1N(C)S(=O)(=O)c1ccc(C(=O)Nc2ncc(C)s2)cc1
  1	-5	-9	1	-4	1	0.4	.
48) C[C@@H]1CN([C@@H](C)CO)C(=O)Cc2cc(NC(=O)Nc3cccc4ccccc34)ccc2O[C@@H]1CN(C)C(=O)Nc1ccc2c(c1)OCO2
  -4	.	2	-12	-5	7	-0.1	0.2
49) CN(C)S(=O)(=O)c1cccc(NC(=O)c2ccccc2SCC(=O)N2CCCC2)c1
  1	.	-61	-2	-1	3	0.3	-0.9
50) C[C@H](CO)N1C[C@H](C)[C@@H](CN(C)S(=O)(=O)c2cn(C)cn2)Oc2c(NS(=O)(=O)c3ccc(F)cc3)cccc2C1=O
  -2	-7	-4&-14	-6&1	-3	6&14	0.3&-0.2	-0.3&0.0
51) Cc1ccc2nc(N3C(=O)C(O)=C(C(=O)c4ccc(C)o4)C3c3ccc(O)cc3)sc2c1 (stereo unspecified)
  4	-7	-34	-8	-10	-9	-0.7	-0.4
52) COc1ccc(-c2ccc(C3[C@H]4CNC[C@@H]3N4C(=O)Nc3cccc(OC)c3)cc2)cc1 (stereo partly specified)
  .	-28&0	67*!	59*!	.	-14&-12	0.0&0.0	-0.1
53) Cc1ccc(-c2cc(C(=O)N3CC(C)OC(C)C3)c3ccccc3n2)o1 (stereo unspecified)
  .	0	-3	-10	0	-6	0.0	-0.3
54) Cc1ccc(C(=O)NC(=S)Nc2ccc(N3CCN(C(=O)c4ccco4)CC3)cc2)cc1
  -11	-8	-24	17	7	-18	-0.1	-0.3
55) COc1cccc(CNC(=O)C[C@H]2CC[C@@H](NC(=O)C3CCC3)[C@@H](CO)O2)c1
  4	.	7	-9	-3	-4	0.6	-1.3
56) CCOc1cc(C)c(S(=O)(=O)NCCCn2ccnc2)cc1C
  43	-23	-4	14	-15	-1	0.2	0.3
57) CC[C@]12c3[nH]c4cc(CCC(=O)N(C)C)ccc4c3CCN1C(=O)[C@@H](CC(=O)NCCCOC)C[C@@H]2C(=O)N1CCN(C(=O)C2CC2)CC1
  -2	-8	-5	11	6	3	-0.1	-0.1
